High-throughput results (PubChem)
NADH coupling = inhibitors of PK/LDH coupling enzymes, profiling panel, artefact control, biochemical, MLSMR library. coupled PK/LDH NADH assays, four targets. IC50, µM (series often up to 10 µM), for the others: top-dose inhibition. AID 774, 2007. 65,000 tested, 0.02% active;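 active = single-dose screening hits from any of four coupled enzyme assays that gave an IC50 when retested across doses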;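 also: the DPM-DC format reads NADH fluorescence rather than 340 nm absorbance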
HTR1A agonist = human 5-HT1a receptor agonists, primary screen, cell-based, CHO, Ga15 NFAT-bla reporter; 5-hydroxytryptamine receptor 1A (Homo sapiens), P08908; CHO 5-HT1a Ga15 NFAT-bla reporter, FRET ratio; 0% basal, 100% maximal reference agonist; activation, % at 10 µM; 65,000 tested, 0.56% active; AID 567, 2006;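 active = activation above the screen-wide mean activation plus 3 SD, cut at about 19% in these data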;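 also: 0% = DMSO wells and 100% = 5-CT at EC100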
Target sequence (P08908 whole entry, looked up): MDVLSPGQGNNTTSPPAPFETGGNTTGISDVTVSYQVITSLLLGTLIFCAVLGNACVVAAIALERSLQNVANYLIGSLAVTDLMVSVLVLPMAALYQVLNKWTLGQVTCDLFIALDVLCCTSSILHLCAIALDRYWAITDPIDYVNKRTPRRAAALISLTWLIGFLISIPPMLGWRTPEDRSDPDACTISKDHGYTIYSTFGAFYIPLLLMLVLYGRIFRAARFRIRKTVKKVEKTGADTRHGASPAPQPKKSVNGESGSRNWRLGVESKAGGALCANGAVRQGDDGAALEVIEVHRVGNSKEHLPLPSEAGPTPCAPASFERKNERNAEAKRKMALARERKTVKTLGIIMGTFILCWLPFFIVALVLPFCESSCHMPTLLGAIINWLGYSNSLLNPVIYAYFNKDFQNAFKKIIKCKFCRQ
MMP13 inh = human MMP13 inhibitors, primary screen, biochemical, FRET peptide cleavage. Collagenase 3 (Homo sapiens), P45452. MMP-13 fTHP FRET cleavage, Mca fluorescence. inhibition, % at 4 µM. 65,000 tested, 0.07% active;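 active = inhibition above the mean of compound-free control plate wells plus 3 SD, cut at about 14% in these data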;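 also: 0% = DMSO wells and 100% = wells with reference MMP-13 inhibitor after basal subtraction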
HTR1E agonist = 5-HT1E receptor agonists, primary screen, cell-based, HTS. 5-hydroxytryptamine receptor 1E (Homo sapiens), P28566. CHO 5-HT1E Ga15 NFAT-bla reporter, FRET; 0% DMSO wells, 100% control agonist wells. activation, % at 6 µM. 65,000 tested, 0.69% active. AID 574, 2007;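 active = activation above a set limit, the screen-wide mean activation plus 3 SD, cut at about 8.5% in these data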;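 also: 100% = positive control agonist at 1 µM giving full maximal response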
HTR1E antagonist = 5-HT1E receptor antagonists, primary screen, cell-based, HTS; CHO 5-HT1E Ga15 NFAT-bla reporter, FRET, antagonist; inhibition, % at 6 µM; 65,000 tested, 0.99% active; AID 571, 2007;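 active = inhibition above a set limit, the mean inhibition across every tested compound plus 3 SD, cut at about 29% in these data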;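 also: signal is the 460 over 535 nm emission ratio of beta-lactamase substrate; 0% = agonist plus DMSO wells and 100% = wells without agonist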
tolC growth inh = growth inhibitors of E. coli tolC mutant, primary screen, strain BW25113 ΔtolC::kan, 384-well; OD615; growth inhibition, % at 10 µM (by protocol); 65,000 tested, 2.2% active;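 active = growth inhibition at or above a cutoff equal to the mean over every tested compound plus 3 SD, cut at about 60% in these data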;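 also: growth measured after 20 h incubation at 37 °C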
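Signal: optical density read at 615 nm; Assay system: E. coli ΔtolC::kan strain BW25113; Times: 20 h incubation with compound, 37 °C; Dosing: 10 µM final, single dose.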
5HT1a antag = human 5-HT1a receptor antagonists, primary screen, cell-based, CHO, Ga15 NFAT-bla reporter. inhibition, % at 10 µM. CHO 5-HT1a Ga15 NFAT-bla reporter, antagonist mode. 5-hydroxytryptamine receptor 1A (Homo sapiens), P08908. 62,000 tested, 0.68% active;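 active = inhibition above the mean of all tested compounds plus 3 SD, cut at about 43% in these data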;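 also: receptor stimulated by 5-CT agonist at 100 nM near EC80; beta-lactamase reporter measured by ratiometric fluorescence of a cleavable substrate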
RORa activator = activators of orphan receptor RORA, primary screen, cell-based, luminescence; 65,000 tested, 1.5% active; activation, % at 10 µM; CHO-K1 Gal4-RORA LBD luciferase reporter; percent increase over mock-subtracted basal signal; Nuclear receptor ROR-alpha (Homo sapiens), P35398;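 active = activation above the mean of all tested compounds plus 3 SD, cut at about 49% in these data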;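 also: 0% = DMSO-treated RORA cells and 100% = added signal equal to DMSO minus mock-transfected cells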
Target sequence (P35398 whole entry, looked up, the tested form may be a part): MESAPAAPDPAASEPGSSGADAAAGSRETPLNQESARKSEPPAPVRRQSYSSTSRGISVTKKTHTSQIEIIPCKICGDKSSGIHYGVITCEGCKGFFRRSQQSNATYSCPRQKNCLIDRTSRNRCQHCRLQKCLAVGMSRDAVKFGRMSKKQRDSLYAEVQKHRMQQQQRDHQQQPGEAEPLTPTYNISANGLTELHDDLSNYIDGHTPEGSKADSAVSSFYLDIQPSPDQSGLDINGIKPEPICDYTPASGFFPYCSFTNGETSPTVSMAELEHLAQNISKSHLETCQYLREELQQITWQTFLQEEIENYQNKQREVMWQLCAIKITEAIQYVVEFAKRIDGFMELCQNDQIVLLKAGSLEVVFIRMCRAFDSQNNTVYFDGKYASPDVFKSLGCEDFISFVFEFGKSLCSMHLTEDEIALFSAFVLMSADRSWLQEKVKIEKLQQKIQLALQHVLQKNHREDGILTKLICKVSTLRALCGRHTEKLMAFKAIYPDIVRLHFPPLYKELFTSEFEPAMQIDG
SF-1 act = activators of human SF-1, primary screen, cell-based, CHO-K1, Gal4-SF-1 LBD, luciferase luminescence; Steroidogenic factor 1 (Homo sapiens), Q13285; CHO-K1 Gal4-SF-1 LBD luciferase reporter; % increase over DMSO SF-1-specific signal; activation, % at 10 µM; 65,000 tested, 1.9% active; AID 522, 2006;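 active = activation above the mean activation of all tested compounds plus 3 SD, cut at about 50% in these data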
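Test system: transient Gal4-SF-1 LBD reporter, CHO-K1; Amount: 4,000 CHO-K1 cells per well; Doses: 10 µM only; Timing: compound exposure 20 h at 37 °C; Signal: luciferase light emission; Read-out basis: percent activation relative to DMSO median and mock-transfected background; Control set: DMSO negative control and −SF1 background wells; Replicates: one test per compound.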
* hit, by the source's call; . = no result given; [ ] = another dose, or the depositor's remark. Outcome played no part in choosing rows (roughly 7.2% active in at least one column).

molecule	NADH coupling	HTR1A agonist	MMP13 inh	HTR1E agonist	HTR1E antagonist	tolC growth inh	5HT1a antag	RORa activator	SF-1 act
COc1ccc(Nc2nc(C)cc(C)c2C(N)=O)c(OC)c1	2%	0.6	0	0.3	-11	-8	-6	-11	-16
COc1ccccc1NC(=O)Cn1nnc(C(=O)Nc2ccccc2)c1N	2%	-1.3	-1	0.4	2	-9	7	7	-8
OCc1cn(-c2ccccc2)nc1-c1cccnc1	10%	-1.5	3	-0.4	21	-1	0	-9	7
COc1ccc(C(=O)OCC(=O)NCc2ccco2)cc1OC	2%	2.3	-4	-0.6	-5	3	3	-18	-1
Cc1ccc(S(=O)(=O)N(C)c2ccc(NS(C)(=O)=O)cc2)cc1	6%	2.0	7	-0.9	5	5	0	10	10
O=C(NCC(=O)N1CCC(N2CCCCC2)CC1)C1CCCCC1	2%	-1.3	2	-1.2	2	-13	-2	-21	9
CC1CN(C2CCCCC2)c2nc3c(c(=O)[nH]c(=O)n3C)n2C1 (centres undefined)	1%	2.6	-9	0.4	3	-7	-5	10	-24
CCC(=O)N1CCc2cc(OC)c(OC)cc2C1COc1ccc(C(=O)OC)cc1 (centres undefined)	4%	1.1	1	-1.0	37*	21	18	2	24
O=C(O)c1ccc2oc(SCC(=O)N3CCCCC3)nc2c1	11%	-1.2	0	0.4	-2	-4	3	29	54*
Cc1cc(C)c2cc(CN(CCO)Cc3nnnn3Cc3ccccc3)c(=O)[nH]c2c1	4%	-2.5	-4	-0.4	-4	19	7	-3	10
CCOC(=O)Cn1cnc2c(cnn2-c2ccc(Cl)cc2)c1=O	7%	1.1	-13	-1.3	4	-10	-1	12	24
O=C(COC(=O)C1COc2ccccc2O1)NC(=O)Nc1ccc2c(c1)OCCO2 (centres undefined)	6%	2.4	-2	-0.7	-8	-17	4	26	14

Reprinted from the part before: 2 compounds, followed by the next part.
molecule	NADH coupling	HTR1A agonist	MMP13 inh	HTR1E agonist	HTR1E antagonist	tolC growth inh	5HT1a antag	RORa activator	SF-1 act
CCOC(=O)Cn1cnc2c(cnn2-c2ccc(Cl)cc2)c1=O	7%	1.1	-13	-1.3	4	-10	-1	12	24
O=C(COC(=O)C1COc2ccccc2O1)NC(=O)Nc1ccc2c(c1)OCCO2 (centres undefined)	6%	2.4	-2	-0.7	-8	-17	4	26	14
Cc1ccc2c(CC(=O)OCc3nc(N)nc(Nc4ccccc4C)n3)coc2c1	4%	-1.3	2	0.2	6	72*	-17	-8	-14
Cc1ccc(-n2ncc3c(Nc4c(C)n(C)n(-c5ccccc5)c4=O)ncnc32)c(C)c1	5%	-1.3	-2	1.6	-2	-7	2	-17	-3
COc1ccc(C)cc1NC(=O)CN1CCN(S(=O)(=O)c2ccc(F)cc2)CC1	5%	-0.6	3	-0.1	-4	0	-9	0	-4
COC(=O)CCC(=O)Nc1cccc(Br)c1	2%	-3.1	-5	0.3	-8	-18	-14	11	-8
COc1ccc(NC(=O)Nc2nnc(N3CCC(C)CC3)s2)cc1OC	9%	-1.2	4	0.9	5	-7	-2	-30	14
CCC(C)NC(=O)CS(=O)(=O)Cc1nc(-c2cccc(OC)c2)oc1C (centres undefined)	1%	-1.9	-1	0.2	-1	-2	20	-8	12
O=C(CCN1C(=O)c2ccncc2C1=O)Nc1ccc2c(c1)OCCO2	7%	-1.6	6	0.0	-1	-10	2	10	-8
CCn1c(SCC(=O)N2CCCCC2)nnc1-c1ccc(S(=O)(=O)N2CCN(C)CC2)cc1	4%	0.2	-16	-0.6	1	-5	-1	10	4
Cc1ccc2cc(COC(=O)c3ccncc3)c(=O)[nH]c2c1	11%	-1.1	2	-0.2	6	-2	11	-18	6
COc1ccc(C2(CNC(C)=O)CCOCC2)cc1OC	4%	-1.9	2	-0.1	-3	-20	9	4	-24
O=C(CSC1=NCCS1)N1CCCCCC1	7%	-3.0	-3	-1.1	5	-18	-2	2	5
COC(=O)C1=C(N)OC2=C(C(=O)CCC2)C1c1cccs1 (centres undefined)	3%	-4.3	1	-1.1	-3	-6	-11	-2	-1
CC(OC(=O)CCc1nc2ccccc2[nH]c1=O)C(=O)c1ccccc1 (centres undefined)	2%	1.7	2	-0.4	-2	6	-16	0	-11
Cc1cc(C)nc(/N=C2\NC(=O)CC3C(=O)NCCN23)n1 (centres undefined)	5%	-1.9	-7	0.4	2	-17	-6	-10	-10
O=C(O)c1ccccc1C(=O)NCC(O)COCC1CC=CCC1 (centres undefined)	7%	0.0	3	-0.3	4	-10	1	-7	20
Cn1c(=O)[nH]c(=O)c2c1nc(N(CCO)Cc1ccccc1)n2Cc1ccccc1Cl	1%	15	0	-0.6	8	1	.	-18	-8
Cc1ccc(S(=O)(=O)NCc2cn3c(C)csc3n2)cc1	3%	-3.8	2	0.0	-8	-9	-2	-10	8
COC(=O)c1cc(=O)n2c(-c3ccc(OC)cc3)csc2n1	1%	-1.1	3	-0.1	-20	-12	.	-5	-4
COc1ccc(NC(=O)CSc2nnc(-c3ccc(C)cc3)n2N)cc1	3%	1.9	-6	0.0	5	-24	-12	4	9
CCOC(=O)c1ccc(NS(=O)(=O)c2cc(-c3nnnn3CC)ccc2OC)cc1	6%	2.1	1	1.5	5	2	-3	-9	-17
CCn1nc(C(=O)OCC(=O)N2c3ccccc3CC2C)c2ccccc2c1=O (centres undefined)	3%	-2.5	-1	0.4	7	11	-5	-13	-9
CCN(C(=O)Cc1cccs1)c1nnc(-c2cc(OC)c(OC)c(OC)c2)s1	6%[fluoresces]	-1.2	-45[fluorescence artefact?]	-0.5	24	-2	8	8	0
Cc1cc2nn(-c3cccc4ccccc34)nc2cc1N	13%[fluoresces]	1.1	-20	-0.7	14	18	11	7	27
CCOC(=O)N1CCC(Nc2c(-c3ccc(C)cc3)c(=O)c2=O)CC1	6%	-2.9	1	-0.3	-4	0	6	13	-8

HTR1E antagonist, what is marked active above
compound,NADH coupling,HTR1A agonist,MMP13 inh,HTR1E agonist,HTR1E antagonist,5HT1a antag
CCC(=O)N1CCc2cc(OC)c(OC)cc2C1COc1ccc(C(=O)OC)cc1 (centres undefined),4%,1.1,1,-1.0,37*,18

Next part.
molecule	NADH coupling	HTR1A agonist	MMP13 inh	HTR1E agonist	HTR1E antagonist	tolC growth inh	5HT1a antag	RORa activator	SF-1 act
O=C(Nc1ccon1)c1csc2c1CCCC2	11%	-1.5	-6	8.9*	-10	-2	-18	21	3
COc1cccc(NC(=O)CSc2nnnn2C(C)C)c1	3%	-0.4	2	-0.3	-3	-4	-3	17	4
O=C(NC1=NCCS1)C1COc2ccccc2O1 (centres undefined)	6%	-3.4	-6	-0.3	-3	-1	5	-72	-66
COc1ccc(S(=O)(=O)NCCSCc2ccco2)cc1	8%	-6.2	0	0.4	7	12	-2	3	14
Cc1ccc(OCc2nc(C#N)c(NCc3ccco3)o2)cc1	7%	0.8	6	-0.7	4	26	9	20	-8
COc1ccc(C(CNC(=O)c2ccc(S(=O)(=O)N3CCOCC3)cc2)N2CCCCC2)cc1 (centres undefined)	7%	3.3	0	1.5	-3	-11	-5	-10	15
Cc1ccc(CS(=O)(=O)CCC(=O)NCc2ccc3c(c2)OCO3)cc1	6%	-3.1	5	-0.6	-5	0	-19	-9	8
CCCCn1c(SCC(=O)Nc2ccc(OC)cc2)nc2ccc(N3CCOCC3)cc2c1=O	7%	1.9	-33	1.0	3	14	-14	10	-4
Cc1cc(C)n(-c2nnc(C)n2/N=C/c2ccccc2F)n1	3%	0.5	1	-0.6	3	5	.	-40	-2
O=C(OCC(=O)N1CCCC1)c1ccccc1OCc1ccccc1	3%	0.5	-1	-0.1	-1	8	-7	12	1
Cc1cccc(NC(=O)C23CCC(C)(/C(=N/O)C2)C3(C)C)c1 (centres undefined)	6%	1.3	-5	-0.1	-5	0	-8	1	-10
COC(=O)c1ccc(NC(=O)CCN2CCN(c3ccccc3)CC2)cc1	4%	2.0	-4	-0.1	4	-2	44*	2	0
COc1ccccc1-n1c(CNC(=O)c2ccco2)nnc1SCC(=O)Nc1nccs1	2%	-3.5	0	0.3	3	-9	3	6	8
CC1S/C(=C(\C#N)C(=O)NCc2ccco2)N(c2ccc(F)cc2)C1=O (centres undefined)	6%	-3.8	2	0.8	1	-14	8	-15	20
O=C(Nc1nccs1)C1CCCN1S(=O)(=O)c1ccc(Cl)cc1 (centres undefined)	8%	-2.5	3	0.5	-2	-10	-6	-21	12
O=C1CC(N2CCN(S(=O)(=O)c3cccc(C(F)(F)F)c3)CC2)C(=O)N1Cc1ccccc1 (centres undefined)	0%	-4.1	-4	0.1	2	8	-6	-1	5
Cc1ccc(-n2nnnc2SC(C)C(N)=O)c(C)c1 (centres undefined)	7%	-0.2	1	0.6	-5	-6	-9	-17	3
O=C(c1ccco1)N1CCN(C(c2cccs2)c2sc3ncnn3c2O)CC1 (centres undefined)	16%	-3.0	-2	-0.1	-9	-11	-1	-12	17
COc1ccc(CCNC(=O)CSc2nnnn2Cc2ccc3c(c2)OCO3)cc1OC	10%	-0.8	0	-0.4	3	.	-2	0	7
COCc1cc(C)nc2sc(C(=O)N3CCN(c4ccccc4)CC3)c(N)c12	7%	0.4	-2	0.9	11	13	4	-11	-6
COCCn1c(C2CCCCC2)nc2sc3ccccc3c(=O)c2c1=O	9%	-2.4	3	0.2	-6	19	8	-10	2
CCOC(=O)CCCSc1nc2sc(C)c(C)c2c(=O)[nH]1	3%	0.6	4	1.5	-10	2	-12	-8	-7
O=C1CCCC2=C1C(c1ccccc1O)C1=C(CCCC1=O)O2	7%	-2.1	5	-1.7	9	18	6	-28	-5
O=C(C(c1ccccc1)c1ccccc1)N1CCOCC1	4%	4.1	4	-0.1	-10	-6	-3	-10	13
COc1ccc(CN2C(=O)c3ccccc3C2C(=O)NC2CCCC2)c(OC)c1 (centres undefined)	3%	-1.0	0	0.8	-18	4	13	-8	-12
CCCOc1ccc(/C(O)=C2/C(=O)C(=O)N(CCN(C)C)C2c2ccc(O)c(OC)c2)cc1 (centres undefined)	5%	-2.9	2	1.2	-2	-18	-10	6	-4
CN1CCCc2cc3c(C(F)(F)F)cc(=O)oc3nc21	5%[fluoresces]	5.2	-55[fluorescence artefact?]	1.8	41*	5	19	-12	-2
Nc1nonc1/C(=N/O)N1CCCC1	7%	130*	4	-0.7	9	-16	17	-7	0
Cc1cc(N2C(=O)c3ccc(C(=O)NCc4ccccc4)cc3C2=O)no1	6%	-3.1	-4	0.0	-7	-1	-18	3	9
O=C(NCc1nnc(SCC(=O)N2CCCCCC2)o1)c1ccco1	2%	-0.5	6	-0.3	-12	-17	2	-10	0
